# TAAR1 antagonist = antagonists of human TAAR1 | Q96RJ0 | CHO RD-HGA16 TAAR1, Fluo-8 calcium fluorescence, antagonist | inhibition, % at 3 µM | 1.5% of 360,000 active | AID 624466;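 active = inhibition above a per-plate cutoff, the mean inhibition of test compounds on that plate plus 3 SD, cut at about 49% in these data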;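 note: 0% = DMSO plus EC80 beta-PEA response and 100% = DMSO alone without agonist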
# Target sequence (Q96RJ0 whole entry, looked up): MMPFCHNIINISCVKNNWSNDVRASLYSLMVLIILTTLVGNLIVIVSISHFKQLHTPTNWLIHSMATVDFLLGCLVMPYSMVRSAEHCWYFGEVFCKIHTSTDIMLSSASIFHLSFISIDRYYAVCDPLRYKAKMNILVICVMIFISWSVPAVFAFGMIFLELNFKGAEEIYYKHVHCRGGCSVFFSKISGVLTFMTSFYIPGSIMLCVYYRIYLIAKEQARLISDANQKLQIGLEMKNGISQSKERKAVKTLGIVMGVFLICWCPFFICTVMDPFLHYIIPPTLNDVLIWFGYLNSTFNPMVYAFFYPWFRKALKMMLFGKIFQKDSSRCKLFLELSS
#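 test system = CHO RD-HGA16 cells bearing hTAAR1 | replication = singlicate | controls = DMSO-only wells and EC80 β-PEA-stimulated wells | reagent = EC80 β-phenethylamine stimulus | read-out basis = percent inhibition of PEA-evoked calcium signal, max/basal emission ratio | schedule = seeding 17-24 h prior, 75-min 37 °C, 30-min RT dye loading | signal = kinetic Fluo-8 calcium fluorescence measurement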
# M1 ag = activates human CHRM1 receptor; 0.33% of 360,000 active; AID 588814; activation, % at 3 µM; CHO-K1 hM1, Fluo-8 calcium fluorescence, agonist mode; 0% DMSO, 100% acetylcholine EC100; P11229;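 active = activation above the run's mean compound activation plus 3 SD, cut at about 16% in these data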;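 note: peak over basal fluorescence ratio within a 140 s kinetic read after compound addition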
# Target sequence (P11229 whole entry, looked up): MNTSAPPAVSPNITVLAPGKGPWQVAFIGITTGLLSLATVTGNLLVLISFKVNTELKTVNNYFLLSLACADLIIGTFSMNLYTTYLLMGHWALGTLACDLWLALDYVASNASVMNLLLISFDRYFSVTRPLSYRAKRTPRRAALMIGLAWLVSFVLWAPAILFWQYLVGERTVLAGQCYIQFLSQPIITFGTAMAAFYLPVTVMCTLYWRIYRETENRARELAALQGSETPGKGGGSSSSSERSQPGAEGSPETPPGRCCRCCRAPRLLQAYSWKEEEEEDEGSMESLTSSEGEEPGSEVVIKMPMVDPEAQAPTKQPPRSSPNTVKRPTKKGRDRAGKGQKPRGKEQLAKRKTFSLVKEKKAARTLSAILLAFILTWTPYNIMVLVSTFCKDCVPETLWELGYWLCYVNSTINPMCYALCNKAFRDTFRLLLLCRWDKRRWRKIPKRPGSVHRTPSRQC
# CHO parental Ca = counter-screen for OX1R antagonists: effect in parental CHO cells; parental CHO-K1, ATP-induced calcium, Fluo-8 fluorescence; inhibition, % at 5.6 µM; 0.63% of 330,000 active; AID 463079;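 active = inhibition above that plate's mean sample inhibition plus 3 SD, cut at about 26% in these data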;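 note: 0% = ATP-challenged DMSO wells and 100% = DMSO wells without ATP; some compounds past the cut are filed as inactive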
#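 test system = CHO parental line | reagent = ATP stimulus | measured by = intracellular calcium via Fluo-8 no-wash fluorescent dye | control set = ATP and no-ATP DMSO wells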
# M1 PAM parental = nonselective activator or artifact in parental CHO-K1 calcium assay; ATP EC20, Fluo-8 calcium fluorescence; 0% at ATP EC20, 100% at ATP max; activation, % at 3 µM; 0.02% of 360,000 active; AID 602247;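 active = activation above the run cutoff, the mean activation of all test compounds plus 3 SD, cut at about 40% in these data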;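 note: peak over basal fluorescence ratio in a 140 s read after ATP addition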
# TAAR1 ag = agonists of human TAAR1; Q96RJ0; CHO RD-HGA16 TAAR1, Fluo-8 calcium fluorescence; vehicle wells 0%, saturating PEA agonist 100%; activation, % at 3 µM; 0.99% of 360,000 active; AID 624467;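 active = activation above the mean activation of all test compounds in the run plus 3 SD, cut at about 38% in these data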
#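 Test system: RD-HGA16 (CHO) cells co-expressing Gα16 and hTAAR1 | Doses: Single dose, 3 µM | Schedule: 17-24 h seeding, 75 min 37 °C dye, 30 min RT | Evaluation: % activation from peak over basal fluorescence ratio, DMSO-to-PEA scaled | Technique: Kinetic Fluo-8 calcium fluorescence | Benchmarks: Low control DMSO, high control PEA (EC100)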
# M1 PAM = potentiates human M1 receptor response to acetylcholine | P11229 | CHO-K1 hM1, Fluo-8 calcium fluorescence, ACh EC20; 0% = ACh EC20, 100% = maximal ACh | activation, % at 3 µM | 0.088% of 360,000 active; in the data active = activation above about 19%, passing the limit was not always enough
# CHO-K1 Ca antag = counter-screen for M1 antagonists: effect in parental CHO-K1 cells. ATP-induced calcium, Fluo-8 fluorescence. inhibition, % at 3 µM. 0.6% of 360,000 active;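 active = inhibition above a per-plate cutoff, the plate's mean sample inhibition plus 3 SD, cut at about 24% in these data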;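 note: 0% = DMSO plus EC80 ATP and 100% = DMSO alone without ATP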
# CHRM1 antagonist = human CHRM1 antagonism | P11229 | CHO-K1 hM1, Fluo-8 calcium fluorescence, ACh EC80 antagonist | inhibition, % at 3 µM | 1.3% of 360,000 active | AID 588852;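 active = percent inhibition above its own plate's cutoff, namely the mean of that plate's compound wells plus 3 SD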;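 note: peak over basal fluorescence ratio during 140 s after agonist addition; 0% = ACh EC80 plus DMSO and 100% = DMSO alone without agonist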
# CHO-K1 Ca ag = nonselective activator or artifact in parental CHO-K1 cells; activation, % at 3 µM; AID 602248; 0.48% of 360,000 active; Fluo-8 calcium fluorescence; scaled to maximal ATP response, vehicle zero; in the data active = activation above about 15%;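 note: untransfected CHO-K1 host cells lacking M1 receptor as counterscreen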
# * marks the source's active call; other numbers are inactive results; . = no result given.
SMILES,TAAR1 antagonist,M1 ag,CHO parental Ca,M1 PAM parental,TAAR1 ag,M1 PAM,CHO-K1 Ca antag,CHRM1 antagonist,CHO-K1 Ca ag
COc1ccc(C2C=C(c3ccc(C)cc3)Nc3ncnn32)cc1 (stereo not given),5,-4,.,7,-2,6,-3,-8,0.3
Nc1c(Cl)cc(C2=NCCn3nc4ccccc4c32)cc1Cl,18,-4,-20,-18,18,4,-1,-1,-0.1
CS(=O)(=O)c1cccc(-c2csc(N3CCC(C(N)=O)CC3)n2)c1,-7,-5,-8,-4,1,6,-7,1,-0.2
CN(C)CCn1c(=S)[nH]c2ncccc2c1=O,-10,-4,3,8,1,7,-9,-8,1.1
COc1ccc(CNC(=O)C(=O)NCC2OCCN2S(=O)(=O)c2ccc(OC)cc2)cc1 (stereo not given),-20,0,-8,-14,3,2,-11,-10,2.6
Cc1ccc(S(=O)(=O)NCC(=O)OCC(=O)NC2CCCCC2)cc1,-15,-3,-5,18,5,9,-18,-9,0.8
CCc1ccc(C(=O)COC(=O)c2ccco2)cc1,3,-3,5,8,-3,3,-3,-5,0.4
COc1ccccc1Nc1ncnc2c1oc1ccccc12,19,-4,-26,24,15,-3,-7,-2,1.2
CCn1c2ccccc2c2cc(/C=C(/C#N)C(N)=S)ccc21,18,-6,.,33,0,11,-18,-18,-0.1
NC(=O)c1ccc(N2CCCCC2)c(N2C(=O)C3CC=CCC3C2=O)c1 (stereo not given),1,0,-11,13,4,10,1,-13,-0.1
CCOC(=O)CC(NC(=O)c1cccs1)c1ccc(C)cc1 (stereo not given),-12,0,-13,12,0,15,-15,-14,0.5
CC(C)(C)NC(=O)NC(=O)CN1CCN(S(=O)(=O)c2ccc3c(c2)OCCO3)CC1,-18,-1,-9,11,2,12,1,-21,1.3
CCOc1cc(/C=N/NC(=O)CCCC(=O)NC2CCCCC2)ccc1O,-2,2,1,-2,0,9,10,-4,-0.2
COCc1cc(C)nc(SCc2nc3ccccc3c(=O)[nH]2)c1C#N,15,-7,-18,-2,0,1,7,-9,0.3
O=C1C2CC=CCC2C(=O)N1c1ccc(NCCc2ccc(Cl)cc2)c([N+](=O)[O-])c1 (stereo not given),5,-7,-7,5,1,3,-2,-5,0.7
Cc1c(C(=O)O)cccc1-c1ccc(/C=C2\SC(=O)NC2=O)o1,-14,-3,-8,24,2,10,-9,-9,0.8
C/C(CC(=O)Nc1ccc(N(C)C)cc1)=N\NC(=O)c1ccccc1F,5,-1,.,-16,-1,-1,8,6,0.0
O=C(Cc1cccs1)Nc1cccc(-c2nc3ccccc3[nH]2)c1,2,-6,-20,11,1,9,1,-9,2.2
Cn1c(C(=O)N2CCCC(C(=O)NCc3ccc4c(c3)OCO4)C2)cc2sccc21 (stereo not given),-2,-3,-9,6,2,1,-7,-8,3.2
Cc1cc(C)n2c(SCC(=O)NC3CCCC(C)C3C)nnc2n1 (stereo not given),5,-6,-12,8,0,10,-2,-12,-0.1
CC1(C)CC(N=Cc2c(O)n(Cc3ccc4c(c3)OCO4)c(=O)c3ccccc23)CC(C)(C)N1,15,-4,-8,9,12,2,5,2,0.8
CCOC(=O)NC(=O)CSc1ccc(C)cc1C,-26,-2,-3,7,7,17,-9,-14,0.1
COc1ccc(CCN(C)S(=O)(=O)c2ccc(Cl)nc2)cc1OC,-11,-1,-11,-9,0,-2,0,4,2.7
C=C/C(C)=C/CC1C(=C)CCC2C(C)(C(=O)O)CCCC12C (stereo not given),6,-5,-22,19,-1,12,-8,-10,0.4
O=C(COC(=O)CSc1ccccc1)NC1CCS(=O)(=O)C1 (stereo not given),4,8,.,-4,1,16,-10,-1,-0.3
N#CN1C2CCC1CC(O)(c1ccccc1)C2 (stereo not given),.,-4,.,2,.,9,-5,-8,0.0
CSc1nc(Cl)c(Cc2ccc(OCC(C)C)cc2)c(N2CCOCC2)n1,-11,-7,-23,10,-1,2,-10,-3,1.8
Cc1cc(N2CCOCC2)nc2ccc(NC(=O)CCC(=O)N3CCN(c4cccc(C(F)(F)F)c4)CC3)cc12,44,-6,26,-13,9,-1,11,2,12
O=S(=O)(Nc1nc2ccccc2nc1Cl)c1cccc(C(F)(F)F)c1,-5,-2,6,14,2,0,-15,-3,7.7
Cn1ccc(=O)c2cc([N+](=O)[O-])ccc21,-7,-3,.,20,1,6,-7,-14,0.3
O=C(c1ccc(F)cc1)c1ccc(OCC(=O)N2CCOCC2)cc1,-17,-2,0,11,-1,4,-9,-5,1.2
CC12CN3CC(C)(CN(C1)C3c1ccc([N+](=O)[O-])o1)C2=O (stereo not given),-1,-3,-13,17,2,10,-11,-3,1.9
COc1cccc(OC)c1OCC(O)CN1CCN(c2ccccc2F)CC1 (stereo not given),-10,-5,-1,-3,3,8,-1,-10,5.0
COCc1cc(=O)n2[nH]c(C(F)(F)F)nc2n1,2,-1,0,20,3,5,-20,0,0.1
CC(=O)N1N=C(c2cccs2)CC1c1ccc(Br)cc1 (stereo not given),-7,-2,1,2,-1,3,-11,-5,1.9
COc1ccc(-c2[nH]ncc2CN2CCC(c3ccncc3)CC2)cc1F,-4,-6,-17,15,0,0,-17,-15,1.1
Cc1ccc(-c2nc(NCCCO)c3ccccc3n2)cc1,-4,-7,-2,13,5,4,5,-10,1.0
Cc1ccc(C)c(C(=O)COC(=O)CN2C(=O)C3C4CCC(C4)C3C2=O)c1 (stereo not given),-2,-14,-9,-10,3,5,18,-2,1.3
CC1CCN(C(=O)c2ncn(Cc3ccccc3)c2C(=O)N2CCC(C)CC2)CC1,8,-1,-13,-15,3,-6,6,12,0.2
CCn1c(=O)cc(O)c2ccccc21,10,-4,6,13,-1,2,-6,-18,-0.2
O=C1CSC(=S)N1N=Cc1cccc2ccccc12,-32,-2,.,12,4,4,-10,-8,0.1
CC(=O)c1cccc(NC(=O)C2CC(=O)N(CCc3ccccc3)C2)c1 (stereo not given),-3,-4,2,23,5,4,-15,-10,1.9
O=C(c1cc(-c2cccs2)nc2ccccc12)N1CCN(c2ccccc2O)CC1,58*,-1,-5,7,26,-7,10,32*,14
Cc1occc1C(=O)Nc1cccc(S(=O)(=O)N2CCOCC2)c1,-1,-5,-7,12,7,10,-11,-13,0.8
CSc1sc(C)cc1C1C(C#N)=C(N)N(c2cccnc2)C2=C1C(=O)CC(C)(C)C2 (stereo not given),-3,-4,-8,20,7,-1,-18,-23,0.2
COc1c2c(cc3oc(=O)ccc13)OC(C)(C)C=C2,-23,-3,-11,0,-1,14,9,-20,-0.3
O=C(Oc1ccc(N(C(=O)c2ccncc2)S(=O)(=O)c2ccc(F)cc2)cc1)c1ccncc1,2,-5,3,10,16,-8,0,8,2.0
COc1ccc(C(=O)OC(COc2ccccc2)Cn2ccnc2)cc1 (stereo not given),10,-4,-27,12,9,-5,-3,-6,0.3

# Taken from above.
# Value for `CC(=O)c1cccc(NC(=O)C2CC(=O)N(CCc3ccccc3)C2)c1` (stereo not given) in CHRM1 antagonist: -10
# Value for `CCOc1cc(/C=N/NC(=O)CCCC(=O)NC2CCCCC2)ccc1O` in CHO-K1 Ca antag: 10

# 2 consecutive entries from above:
SMILES,TAAR1 antagonist,M1 ag,CHO parental Ca,M1 PAM parental,TAAR1 ag,M1 PAM,CHO-K1 Ca antag,CHRM1 antagonist,CHO-K1 Ca ag
Cc1ccc(-c2nc(NCCCO)c3ccccc3n2)cc1,-4,-7,-2,13,5,4,5,-10,1.0
Cc1ccc(C)c(C(=O)COC(=O)CN2C(=O)C3C4CCC(C4)C3C2=O)c1 (stereo not given),-2,-14,-9,-10,3,5,18,-2,1.3

# Reprinted at random: 3 entries already listed, in no set order.
SMILES,TAAR1 antagonist,M1 ag,CHO parental Ca,M1 PAM parental,TAAR1 ag,M1 PAM,CHO-K1 Ca antag,CHRM1 antagonist,CHO-K1 Ca ag
COc1ccc(C(=O)OC(COc2ccccc2)Cn2ccnc2)cc1 (stereo not given),10,-4,-27,12,9,-5,-3,-6,0.3
O=C(Oc1ccc(N(C(=O)c2ccncc2)S(=O)(=O)c2ccc(F)cc2)cc1)c1ccncc1,2,-5,3,10,16,-8,0,8,2.0
CCn1c(=O)cc(O)c2ccccc21,10,-4,6,13,-1,2,-6,-18,-0.2

# (further entries)
SMILES,TAAR1 antagonist,M1 ag,CHO parental Ca,M1 PAM parental,TAAR1 ag,M1 PAM,CHO-K1 Ca antag,CHRM1 antagonist,CHO-K1 Ca ag
CCC(=O)Nc1ccc(S(=O)(=O)Nc2c(C)nc3nc[nH]n3c2=O)cc1,-12,-1,5,7,1,6,-2,-6,5.6
CCOC(=O)N1CCC(=NNc2nc(C)cc(=O)[nH]2)CC1,-5,-3,-1,18,1,3,-3,-6,1.2
COc1ccc(/C=C2\SC(=S)N(CCCC(=O)Nc3cccc(C(=O)O)c3)C2=O)cc1OC,-12,0,-9,17,2,10,-9,-12,1.2
COc1ccc2c(c1)c1ncn(CC3CCCO3)c(=O)c1n2C (stereo not given),-12,-2,-13,-14,0,-1,5,9,-0.3
C=CCNS(=O)(=O)c1ccc(OCC(=O)OCC)cc1,6,2,-8,20,17,9,-20,-29,0.7
CCCOc1ccc(Cn2c(C)nc([N+](=O)[O-])c2SCC(O)COC)cc1[N+](=O)[O-] (stereo not given),1,-4,-7,8,10,4,-2,-25,0.2
O=C(CSc1nnc(-c2ccccc2)o1)OCc1ccccc1,-12,-3,-8,15,19,6,-7,-1,0.1
Cc1ccc(-c2noc(CCC(=O)N3CCCC3)n2)cc1,-4,-4,7,-4,2,0,11,-10,0.8
CCOC(=O)C1CC2=C(CC(C)(C)CC2=O)N(CCOC)C1=O (stereo not given),4,-2,.,15,6,8,-10,-17,0.5
Cc1ccc(S(=O)(=O)/N=S(\C)C(C)C)cc1 (stereo not given),14,-8,3,23,-3,7,-4,-5,2.2
Cc1csc2c(N3CCCCC3)ncnc12,-25,-3,-20,-14,5,-3,4,4,0.5
Cc1noc(C)c1CSCC(=O)NC1=NCCS1,4,-6,2,-8,2,-8,-10,4,0.1
Cc1ccc(C)c(NC(=O)c2ncn[nH]2)c1,-13,-3,1,12,8,-1,-21,-3,0.2
O=C(c1ccccc1F)N1CCN(c2ccc([N+](=O)[O-])c(N3CCOCC3)c2)CC1,13,0,-22,14,0,8,-11,-10,0.9
O=C(COc1ccc2c(c1)oc(=O)c1ccccc12)N[C@@H](Cc1c[nH]c2ccccc12)C(=O)O,-31,-2,-1,22,0,7,-2,-15,0.4
CN(C)S(=O)(=O)N1CCC(C(=O)O)(c2ccccc2)CC1,4,-4,6,12,-1,5,-6,-14,4.8
Cc1c(N=Nc2c(-c3ccc([N+](=O)[O-])cc3)[nH]n(C(N)=S)c2=O)cccc1[N+](=O)[O-],5,-1,.,-8,11,-9,-2,9,0.4
COc1cccc(CC(=O)OCC(=O)NNC(=O)c2ccc(Br)cc2)c1,2,-2,0,7,-1,10,-14,-6,0.7
O=C(CSc1ncccc1-c1nc2ccccc2[nH]1)Nc1ccc2c(c1)OCCO2,-5,-6,-22,2,-2,-1,-5,3,-0.1
CN1CCN(C(=O)c2cc3cc(Cl)ccc3[nH]2)CC1,-11,-3,-11,25,0,9,-14,-12,2.1
